SIAH1 antagonists: blockers of Siah-1 interaction with plectin peptide – biochemical, fluorescence polarization, rhodamine-plectin, uHTS, primary screen (AID 1817) | Siah-1 / rhodamine-plectin peptide fluorescence polarization; higher % means a stronger effect | one-dose displacement, % at 20 µM; IC50 in µM for titrated hits | 0.02% of 290,000 active;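 active = displacement of at least 50% at 20 µM, with a fluorescence ratio check between 0.3 and a set limit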;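 also: plate controls were Siah plus tracer with DMSO for no effect and tracer alone without Siah for full effect; strong numbers were not always called active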
LYP phosphatase: inhibitors of LYP phosphatase, biochemical, fluorescence intensity, uHTS (AID 1779). recombinant LYP phosphatase, fluorescence intensity; higher % means a stronger effect. one-dose inhibition, % at 11.5 µM; IC50 in µM for titrated hits. 0.054% of 290,000 active; in the data active = inhibition above about 50%;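 also: plate controls were vehicle with enzyme for no effect and no enzyme for full effect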
AID2073: inhibitors of Mint1-CaV2.2 protein interaction, biochemical, HTRF (AID 2073). HTRF protein-protein interaction, Mint1-CaV2.2; higher % means a stronger effect. one-dose inhibition, % at 20 µM; IC50 in µM for titrated hits. 0.19% of 290,000 active; in the data active = inhibition mostly above about 51%, no sharp cut-off; also: some results filed as inactive read as strong as hits
Active calls of the source: *.

SMILES | SIAH1 antagonists | LYP phosphatase | AID2073
CC(C)c1ccc(NC(=O)Cc2c(C(=O)O)n(C)c3ccccc23)cc1 | 3% | -4% | 10%
CCOc1ccc2cc(S(=O)(=O)N3CCCCC3)ccc2c1 | -2% | -10% | 15%
CC(=O)c1cccc(NS(=O)(=O)N2CCOCC2)c1 | 1% | -2% | 13%
COc1ccccc1C(=O)N(Cc1ccc(Cl)cc1)C1CCS(=O)(=O)C1 (configuration not stated) | 4% | -8% | 10%
CCn1c(=S)sc2c(=O)n(CC(=O)Nc3cc(OC)ccc3OC)c(C)nc21 | 5% | 2% | -2%
COc1cccc(OC)c1OCCCNC1CCCC1 | 5% | -7% | -1%
Cc1cc(C)cc(C(=O)N2CCN(Cc3ccc4c(c3)OCO4)CC2)c1 | -4% | -4% | 6%
Cc1[nH]n(-c2ccccc2)c(=O)c1N=Nc1cccc([N+](=O)[O-])c1 | 0% | -3% | -4%
COC(=O)c1ccsc1NC(=O)c1ccco1 | 12% | -3% | 9%
CCc1ccc(NC(=O)c2sc3nc(C)nc(N4CCN(c5ccccn5)CC4)c3c2C)cc1 | 4% | -3% | 29%
COc1cc(CC(=O)N(C)CC(=O)Nc2ccc(Cl)c(C(F)(F)F)c2)cc(OC)c1OC | -2% | -9% | 2%
Cc1cccc(OCC(=O)N(Cc2ccco2)C2CCS(=O)(=O)C2)c1C (configuration not stated) | 4% | -11% | 3%

Compound profiles, from the list above. Order of screens: SIAH1 antagonists	LYP phosphatase	AID2073
COc1ccccc1C(=O)N(Cc1ccc(Cl)cc1)C1CCS(=O)(=O)C1 (configuration not stated) across the screens: 4%	-8%	10%
Cc1cc(C)cc(C(=O)N2CCN(Cc3ccc4c(c3)OCO4)CC2)c1 across the screens: -4%	-4%	6%

The results go on:
SMILES | SIAH1 antagonists | LYP phosphatase | AID2073
COc1ccc(NC(=S)NC(=O)Cc2ccccc2)cc1 | 5% | 1% | 0%
COc1ccc(-c2csc(NC(=O)CSCc3c(C)noc3C)n2)cc1OC | 2% | -6% | -8%
O=C(Cc1ccsc1)Nc1cc(F)ccc1F | 9% | -6% | -5%
CCOc1cccc2sc(N(CCCN(C)C)C(=O)c3ccc(S(=O)(=O)N4CCc5ccccc5C4)cc3)nc12 | -4% | -5% | 30%
CN(C)c1cccc(C(=O)N(Cc2ccccc2)Cc2ccccc2)c1 | 6% | -8% | 16%
COc1ccc(CCNC(=O)c2coc3ccccc3c2=O)cc1 | -3% | -11% | 12%
COCCN1CCN(C(=O)c2cc(COc3cc(C)ccc3C)on2)CC1 | 13% | -8% | -5%
COc1ccc(C(C(=O)NC2CCCCC2)N(CC2CCCO2)C(=O)CCCC(=O)Nc2ccccn2)cc1 (configuration not stated) | 1% | -9% | -4%
COc1ccc(OCC(=O)Nc2c3c(nn2C(C)(C)C)CS(=O)(=O)C3)cc1 | 6% | 1% | -5%
Cc1cc(OCC(=O)NNC(=O)CCc2ccccc2)ccc1Br | 10% | -10% | 5%
Cc1cccc(CS(=O)(=O)Cc2ccc(C(=O)NC3CCCCCC3)o2)c1 | 6% | -9% | 8%
CCOc1ccc2[nH]c3ncccc3c(=O)c2c1 | 0% | -8% | 31%
O=C(c1ccco1)N1CCCC(c2nc3c(nnn3Cc3ccc(Cl)cc3Cl)c(=O)[nH]2)C1 (configuration not stated) | 15% | -8% | -16%
COc1cccc2[nH]c3ccccc3c(=O)c12 | -4% | -18% | 31%
Cc1c(NCc2ccncc2)cccc1C(=O)O | 4% | -10% | -4%
CCOC(=O)C1CCN(S(=O)(=O)c2ccc3c(c2)N(C(C)=O)CCO3)CC1 | 3% | -12% | -2%
Cc1ccccc1OC(C)C(=O)N1CCC(Cc2ccccc2)CC1 (configuration not stated) | 0% | -8% | -1%
COc1ccc(NC(=O)c2cc(S(=O)(=O)N3CCc4ccccc43)cn2C)cc1 | -6% | -7% | 13%
CCC1=Nc2cc(C(=O)NCCN3CCOCC3)ccc2Sc2ccccc21 | 5% | -12% | 10%
O=C(CC(c1ccccc1)c1cc(Br)ccc1O)NCCCN1CCOCC1 (configuration not stated) | 0% | -8% | 7%
Cc1cccc(-n2c(C)nc3cc(C(=O)NCC4CCCO4)ccc32)c1 (configuration not stated) | 4% | -10% | 4%
COc1ccccc1C(=O)NNC(=O)c1cccc(C)c1 | -2% | -8% | 2%
O=C(COc1ccc(Br)cc1)Nc1ccc(S(=O)(=O)Nc2ccccn2)cc1 | -5% | -12% | 22%
COc1ccc(S(=O)(=O)N2CCC(Cc3ccccc3)CC2)cc1NC(C)=O | -3% | -6% | 7%
CN1CC(=O)N2Cc3[nH]c4ccccc4c3C[C@H]2C1=O | -6% | -12% | 15%
Cc1cccc(NC(=O)Cn2cnc(S(=O)(=O)N3CCCC3)c2)c1C | 0% | -9% | 13%
O=C(CSc1nnc(CNC(=O)c2ccccc2)o1)NCc1ccccc1 | 4% | -7% | 16%
Cc1ccc(C(=O)C2CCN(S(=O)(=O)c3ccc(C(=O)O)cc3)CC2)cc1 | 10% | -4% | -2%
CC(C)Cc1ccc(CN2CCCC(NC(=O)CCCN3CCCC3=O)C2)cc1 (configuration not stated) | 0% | -9% | -3%
Cc1cc2c(cc1S(=O)(=O)C(C)CC(=O)NCc1ccco1)OCC(=O)N2 (configuration not stated) | -1% | -9% | -3%
O=[N+]([O-])c1ccc2nc(-c3cccnc3)[nH]c2c1 | -5% | -2% | 9%
CC(=O)Nc1ccc(S(=O)(=O)NCC2CCC(C(=O)NCCCOC(C)C)CC2)cc1 (configuration not stated) | 7% | -5% | 21%
COC(=O)C1(C)NC(c2ccc(O)cc2)C2C(=O)N(c3ccc(C)cc3)C(=O)C21 (configuration not stated) | 5% | -1% | 2%
O=C(CC1CCCC1)N1CCCC(Nc2ccc(F)cc2)C1 (configuration not stated) | 1% | -2% | 1%
CC(C)n1c(O)c(N=NC(=O)CNC(=O)c2cccnc2)c2ccccc21 | -3% | -9% | -4%
CC(NC(=O)CNC(=O)c1ccco1)c1ccccc1 (configuration not stated) | -4% | -7% | 3%

Retrieved by structure from the entries so far:
SMILES | SIAH1 antagonists | LYP phosphatase | AID2073
Cc1cc2c(cc1S(=O)(=O)C(C)CC(=O)NCc1ccco1)OCC(=O)N2 (configuration not stated) | -1% | -9% | -3%
O=C(CSc1nnc(CNC(=O)c2ccccc2)o1)NCc1ccccc1 | 4% | -7% | 16%

(further entries)
SMILES | SIAH1 antagonists | LYP phosphatase | AID2073
CCOC(=O)c1cn(CC)c2c(ccc3ccccc32)c1=O | 4% | -2% | 1%
C=CCOc1ccc(/C=C/C(=O)OCC(=O)N(C)C2CCS(=O)(=O)C2)cc1 (configuration not stated) | 6% | -6% | -5%
O=C(Cc1ccc(S(=O)(=O)N2CCOCC2)s1)Nc1ccccc1N1CCCC1 | -9% | -3% | 2%
Cc1cc(OCC(O)CN2CCN(c3ccccn3)CC2)cc(C)c1Cl (configuration not stated) | 1% | -13% | 1%
O=S(=O)(Nc1ccc(N2CCOCC2)cc1)c1cc(Cl)ccc1Cl | 1% | -6% | 1%
CSCC(=O)N1CCc2ccc(NC(=O)c3ccccc3Cl)cc2C1 | -1% | -10% | -5%
Cc1cc(S(=O)(=O)N2CCOCC2)ccc1OCC(=O)Nc1ccccc1F | 0% | -4% | 3%
O=C(CN(C(=O)c1csnn1)c1ccccc1F)NCc1ccccc1 | -1% | -12% | 8%
CCC(CC)COC(=O)C1=C(C)NC(=O)NC1c1ccc2c(c1)OCO2 (configuration not stated) | 3% | -2% | -4%
O=C(CSc1nnc(-c2cccc(F)c2)o1)N1CCCC1 | 4% | -6% | 10%
CCN(Cc1ccccc1)S(=O)(=O)c1ccc(C(=O)N(CCCN(C)C)c2nc3cc4c(cc3s2)OCO4)cc1 | 4% | -9% | 16%
CCOC(=O)c1ccccc1NC(=O)c1cc2ccccc2o1 | -2% | -6% | 16%

Some values from the results shown:
In AID2073, `Cc1cc2c(cc1S(=O)(=O)C(C)CC(=O)NCc1ccco1)OCC(=O)N2` (configuration not stated) has the entry -3%
In AID2073, `O=C(CC1CCCC1)N1CCCC(Nc2ccc(F)cc2)C1` (configuration not stated) has the entry 1%
In AID2073, `C=CCOc1ccc(/C=C/C(=O)OCC(=O)N(C)C2CCS(=O)(=O)C2)cc1` (configuration not stated) has the entry -5%

Other entries.
SMILES | SIAH1 antagonists | LYP phosphatase | AID2073
N#CC1CCN(C(=O)c2ccc3c(Cl)c4c(nc3c2)CCCC4)CC1 | 0% | -7% | 5%
COc1ccc(S(=O)(=O)Cc2ccc(C(=O)NC3CCCCC3)o2)cc1 | 5% | -9% | 10%
COCCNC(=O)C1CCC(CNS(=O)(=O)c2c(C)cc(C)cc2C)CC1 (configuration not stated) | -1% | -8% | 6%
Cc1cc(C(=O)N2CCCC(N3CCN(c4cccc(Cl)c4)CC3)C2)nc(C)n1 (configuration not stated) | 13% | -12% | -5%
O=C(NC12CC3CC(CC(C3)C1)C2)c1cncc(Br)c1 | 1% | -3% | -3%
COc1ccc(C(=O)NC(=S)NNC(=O)c2ccc(O)cc2)cc1[N+](=O)[O-] | -14% | -11% | -22%
CCn1c(CCc2ccccc2)nnc1SCC(N)=O | 7% | -11% | -8%
Cc1ccc(N2CC(C(=O)N/N=C/c3c(F)cccc3Cl)CC2=O)cc1 (configuration not stated) | 3% | -8% | -6%
CN(C(=O)CS(=O)(=O)c1cn(CC(=O)N2CCCCC2)c2ccccc12)c1ccccc1 | 4% | -11% | 7%
CCOC(=O)C1=C(C)N(C)C(=O)NC1c1c(O)ccc2ccccc12 (configuration not stated) | 2% | -5% | 16%
Nc1ccc(C(=O)NCCCCCCNC(=O)c2ccc(N)cc2)cc1 | -1% | -3% | -7%
CCOC(=O)c1cc(-c2ccccc2)n(CC2CC(c3ccc(OC)cc3)=NO2)n1 (configuration not stated) | 4% | -4% | 2%
COc1ccccc1CN(C)C(=O)c1cc(C)nc2ccccc12 | 17% | -4% | 6%
COc1ccc(C2=NS(=O)(=O)N(C)C(C(=O)Nc3ccc(F)cc3F)=C2)cc1 | -6% | -12% | 1%
CCC(=O)NC(=S)Nc1ccc(S(=O)(=O)NC2CCCCC2)cc1 | 1% | 0% | -2%
O=C(N/N=C/C1CC2CCC1C2)C1CC1 (configuration not stated) | -2% | -10% | -5%
O=C(NC1CCCC1)C(c1ccncc1)N(C(=O)c1csnn1)c1cccc(Cl)c1 (configuration not stated) | 0% | 6% | -2%
O=C(Nc1ccc2c(c1)OCCO2)C(=O)c1c[nH]c2ccccc12 | 2% | -5% | 13%
Cc1cccc2sc(NC(=O)C3CCN(C(=O)c4ccco4)CC3)nc12 | 0% | -4% | 3%
COc1ccc(C(=O)n2cnc3ccccc32)cc1 | 3% | -8% | 0%
COc1cccc(NC(=O)CCN2C(=O)C3CC=CCC3C2=O)c1 (configuration not stated) | 2% | -10% | 14%

6 of the entries above in order of the LYP phosphatase value, highest first.
SMILES | SIAH1 antagonists | LYP phosphatase | AID2073
O=C(NC1CCCC1)C(c1ccncc1)N(C(=O)c1csnn1)c1cccc(Cl)c1 (configuration not stated) | 0% | 6% | -2%
Cc1cccc2sc(NC(=O)C3CCN(C(=O)c4ccco4)CC3)nc12 | 0% | -4% | 3%
O=C(Nc1ccc2c(c1)OCCO2)C(=O)c1c[nH]c2ccccc12 | 2% | -5% | 13%
COc1ccc(C(=O)n2cnc3ccccc32)cc1 | 3% | -8% | 0%
COc1cccc(NC(=O)CCN2C(=O)C3CC=CCC3C2=O)c1 (configuration not stated) | 2% | -10% | 14%
COc1ccc(C2=NS(=O)(=O)N(C)C(C(=O)Nc3ccc(F)cc3F)=C2)cc1 | -6% | -12% | 1%

Compound activity from PubChem BioAssay.

A portion of the library; rates above refer to the full screens.
